Assay outcomes deposited in PubChem BioAssay by National Center for Advancing Translational Sciences (NCATS).
KCNH2 3.1 inh – qHTS for Inhibitors of KCHN2 3.1: Mutant qHTS; activity change, % (tested at about 1.8 µM); U2OS KCNH2 3.1, thallium flux FluxOr; stronger effect = lower value; 0.95% of 340,000 active; Potassium voltage-gated channel subfamily H member 2, brain isoform KCNH2 3.1 (human);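 active = maximum activity change below -70%; inconclusive = maximum activity change from -70% to -50%; inactive = maximum activity change above -50%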;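 note: thallium influx rate constant from kinetic fluorescence after stimulation buffer; % is set by controls: 0 for no effect and ±100 for the full control effect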
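Steps: virus added to U2OS suspension (4 h, RT, dark); medium with 10% FBS added, cells plated, 37 C overnight; FluxOr/Red40 loading buffer 45 min RT; stimulation buffer, 2 min kinetic read; rate constant normalized.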
GALK inhibitor – qHTS Assay for Inhibitors of Human Galactokinase (GALK); AID 1868, 2009; Potency, µM (top dose mostly 57.5 µM), for inactives: top-dose activity change, negative = inhibition, most hits filed as inhibitors; 0.007% of 270,000 active; Purified GALK, Kinase-Glo residual ATP luminescence; note: potency is the fitted concentration of half-maximal effect; % is set by controls: 0 for no effect and ±100 for the full control effect
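The enzyme phosphorylates galactose (100 uM) using ATP (35 uM); inhibition is detected as higher residual ATP, quantified by bioluminescence after 1 h reaction at room temperature, pH 8.0.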
USP2a inh – qHTS Assay for Inhibitors of Ubiquitin-specific Protease USP2a Using CHOP2 as the Reporter. Potency, µM (top dose mostly 38.3 µM), inactives show top-dose activity change, negative = inhibition, most hits filed as inhibitors. Ubiquitin carboxyl-terminal hydrolase 2 (Homo sapiens), O75604. USP2 core, Ub-CHOP2 coupled fluorogenic reporter, 485/531. AID 463254, 2010. 0.01% of 330,000 active;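 note: potency is the fitted concentration of half-maximal effect; plate controls were DMSO wells for no effect and full inhibition by NEM control for full effect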
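Cell-free coupled assay: 10nM USP2 core preincubated 30min RT with compound in Tris-HCl pH 8.0/CaCl2/CHAPS buffer, then 25nM Ub-CHOP2 and 25nM reporter substrate; fluorescence (Ex 485/Em 531) read after 60min RT, normalized to NEM inhibition, concentration-response curves fitted.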
MLL CXXC-DNA inh – qHTS Fluorescence Polarization Assay for Inhibitors of MLL CXXC domain - DNA interaction. Histone-lysine N-methyltransferase 2A (Homo sapiens), Q03164. MLL-CXXC / FITC-HOXA9 DNA fluorescence polarization. Potency, µM (highest dose often 115 µM), for inactives: top-dose activity change, negative = inhibition, usual class: inhibitors. 0.037% of 290,000 active. AID 2662, 2010; active = well fitted inhibition curve with a large enough effect in the polarisation, with a control signal flat, not every such curve was filed as active; inconclusive = small, poorly fitted or top-dose-only effect, or effect the other way, or a change in a side signal; inactive = no such curve, though single readings can be large or run the other way; the % refers to the polarisation; note: potency is the fitted concentration of half-maximal effect
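Steps: dispense CXXC domain solution (7 uM) → pin compounds or unlabeled HOX-A9 DNA control → 5 min ambient → add FLSN-HOX-A9 solution (50 nM) → spin → 30 min ambient → fluorescence polarization. Tris pH 7.5/NaCl/DTT/BSA buffer.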
B2AR arrestin – qHTS assay of beta-arrestin-biased ligands of beta2-adrenergic receptor; beta-arrestin recruitment to beta2AR, cell-based reporter; AID 492947, 2010; Potency, µM (doses to about 46.1 µM), without a hit: at the highest dose activation, usual class: activators; 0.02% of 330,000 active; Beta-2 adrenergic receptor (Homo sapiens), P07550;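 note: potency is the fitted concentration of half-maximal effect; 0% = DMSO controls and full agonism = EC100 isoproterenol or metaproterenol; nearly all actives have a fitted effect of over 65% in size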
Menin MLL FP TR – qHTS Assay for Inhibitors Targeting the Menin-MLL Interaction in MLL Related Leukemias: Competition With Texas Red Labeled MLL-derived Mutant Peptide; 0.23% of 270,000 active; O00255; AID 1768, 2009; Menin + Texas Red MLL mutant peptide, fluorescence polarization; Potency, µM (highest dose often 61.6 µM), without a hit: at the highest dose FP activity change, negative = inhibition, most hits filed as inhibitors; active = well fitted inhibition curve with a large enough effect in the polarisation, with a control signal flat, not every such curve was filed as active; inconclusive = small, poorly fitted or top-dose-only effect, or effect the other way, or a change in a side signal; inactive = no such curve, though single readings can be large or run the other way; the % refers to the polarisation; note: potency is the fitted concentration of half-maximal effect; % of control where 0% means no effect; many of its hits are not listed in these tables
KCNH2 WT inh – qHTS for Inhibitors of KCHN2 3.1: Wildtype qHTS; 0.37% of 340,000 active; U2OS, BacMam KCNH2, thallium flux FluxOr; stronger effect = lower value; activity change, % at 1.84 µM; Voltage-gated inwardly rectifying potassium channel KCNH2 (Homo sapiens), Q12809;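 active = maximum activity change below -70%; inconclusive = maximum activity change between -70% and -50%; inactive = maximum activity change above -50%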; note: % is set by controls: 0 for no effect and ±100 for the full control effect
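U2OS cells transduced with wild-type KCNH2 virus are loaded with FluxOr dye for 45 min, and thallium flux is measured in kinetic reads before and after stimulation buffer. Rate constants are normalized to DMSO controls.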
TRPV1 ag – HTS Assay for Compounds that Act as Agonists of the Vanilloid Receptor 1. Transient receptor potential cation channel subfamily V member 1 (Homo sapiens), Q8NER1. 0.19% of 320,000 active. activation, % at 8.33 µM. AID 540275, 2011. TRPV1-expressing cells, Fluo-8 calcium influx, agonist mode; in the data active = activation above about 80%; inconclusive = between about 30% and that limit; note: 0% is about no effect
Target sequence (Q8NER1 whole entry, looked up): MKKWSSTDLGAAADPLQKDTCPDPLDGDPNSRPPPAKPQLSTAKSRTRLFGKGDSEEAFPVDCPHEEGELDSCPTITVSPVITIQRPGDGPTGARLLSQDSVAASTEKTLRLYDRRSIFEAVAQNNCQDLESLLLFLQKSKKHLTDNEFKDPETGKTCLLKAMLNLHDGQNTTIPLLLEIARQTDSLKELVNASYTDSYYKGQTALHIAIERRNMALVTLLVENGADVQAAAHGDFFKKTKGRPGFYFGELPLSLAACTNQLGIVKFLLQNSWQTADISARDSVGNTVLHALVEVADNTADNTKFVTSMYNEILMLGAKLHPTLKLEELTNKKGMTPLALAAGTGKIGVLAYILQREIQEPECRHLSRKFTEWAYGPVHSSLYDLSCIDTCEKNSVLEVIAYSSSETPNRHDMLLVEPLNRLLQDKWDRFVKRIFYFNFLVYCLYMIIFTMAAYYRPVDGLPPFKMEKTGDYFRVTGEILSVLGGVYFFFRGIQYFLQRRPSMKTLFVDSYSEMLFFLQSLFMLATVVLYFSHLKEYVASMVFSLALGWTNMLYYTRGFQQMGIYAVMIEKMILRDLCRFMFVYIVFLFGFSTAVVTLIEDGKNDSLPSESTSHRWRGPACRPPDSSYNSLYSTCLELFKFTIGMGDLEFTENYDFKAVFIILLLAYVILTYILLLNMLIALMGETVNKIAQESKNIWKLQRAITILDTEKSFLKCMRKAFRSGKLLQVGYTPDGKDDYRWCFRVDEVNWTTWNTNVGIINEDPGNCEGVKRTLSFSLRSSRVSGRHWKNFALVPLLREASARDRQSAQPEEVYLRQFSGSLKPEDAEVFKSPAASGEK
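Cells expressing TRPV1 were dye-loaded with Fluo-8 and read kinetically: 10 s baseline, 3 min after compound (agonist portion), then 2 min after EC20 capsaicin (allosteric enhancer portion). Calcium-bound dye fluorescence at 480/520 nm.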
PKM2 act – qHTS Assay for Activators of Human Muscle isoform 2 Pyruvate Kinase. purified PKM2, Kinase-Glo ATP luminescence, activation; response scale: 0% is enzyme alone, no compound. Pyruvate kinase PKM (Homo sapiens), P14618. Potency, µM (top dose mostly 57.5 µM), without a hit: at the top dose activation, usual class: activators. 0.34% of 260,000 active; note: potency is the fitted concentration of half-maximal effect; % is set by controls: 0 for no effect and ±100 for the full control effect; nearly all actives have a fitted effect of over 55% in size
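Purified hPK-M2 (>95%) run at intermediate activity with 0.1 mM ADP and 0.5 mM PEP in 50 mM imidazole pH 7.2, KCl, MgCl2; 1 h room temperature. ATP formed read by Kinase-Glo luminescence; normalized to uninhibited and no-enzyme controls.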
Giardia killer – Small Molecules that selectively kill Giardia lamblia: qHTS | Giardia lamblia trophozoite viability | activity change, % at 7.66 µM, hits read low | 0.15% of 340,000 active; in the data active = activity change below about -80%; inconclusive = between about -30% and that limit;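 note: parasites exposed to compound for two days anaerobically before the ATP read; % is set by controls: 0 for no effect and ±100 for the full control effect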
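Trophozoite viability was measured as ATP-dependent luminescence, read 15-30 min after reagent addition. Before that, parasites at 100 cells/well were exposed to compounds for 48 h, anaerobically, at 37 deg C.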
Coupling enz – qHTS Assay for Inhibitors of Fructose-1,6-bisphosphate Aldolase from Giardia Lamblia: Coupling assay counterscreen. 0.67% of 290,000 active. activity change, negative = inhibition, % at 58.2 µM, hits read low. coupling enzyme system counterscreen, AmpLite Red fluorescence; in the data active = activity change below about -30%; note: % is set by controls: 0 for no effect and ±100 for the full control effect
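Coupling enzymes only (glyceraldehyde-3-phosphate) + compound, at 57.5 uM final, 10 min RT; add substrate/coupling/AmpLite Red mix, 20 min RT; fluorescence ex 525/em 598 nm. Actives flag coupling-system interference.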
The depositor's hits bear a star; ? = inconclusive; . = no result given; [ ] = dose if it differs, or a comment. Unless noted, calls come from the whole dose curve; as a rule, active = well fitted curve in the direction sought with a large enough effect; inconclusive = small, poorly fitted or top-dose-only effect, or another doubt; inactive = no such curve, though single readings can be large; an effect the other way counts as inactive or inconclusive. A portion of the library (hit frequency here may not be typical).

SMILES	KCNH2 3.1 inh	GALK inhibitor	USP2a inh	MLL CXXC-DNA inh	B2AR arrestin	Menin MLL FP TR	KCNH2 WT inh	TRPV1 ag	PKM2 act	Giardia killer	Coupling enz
CCOC(=O)C1CCCc2c1[nH]c1ccc(Cl)cc21 (stereo unspecified)	-6	-2%	0%	-12%	-1.2%	?	1	?	-20%	12	-2
COc1ccc(OC)c(-n2cnc3cc(C(=O)NCCCN4CCOCC4)ccc32)c1	-3	0%	6%	4%	-0.6%	?	0	0	4%	13	3
COC(=O)c1cc(Nc2cc(C)nc3ncnn23)cc(C(=O)OC)c1	0	.	0%	3%	-0.8%	-11%	-2	-6	-3%	-8	1
COc1ccc(CNC(=O)CN(Cc2ccc(OC)cc2)C(=O)CCC(=O)Nc2ccccn2)cc1	-7	-2%	-1%	-1%	-0.2%	.	10	0	.	-3	0
NC(=O)CCSC(=S)N1CCOCC1	-4	8%	-1%	2%	-0.1%	0%	-5	0	-9%	5	8
Cc1ccccc1CN(C)CC(=O)Nc1ccccc1Oc1ccccc1	-14	-1%	0%	19%	-0.1%	-12%	-31	?	1%	40[activator]	1
Cc1nc2cc(-c3ccc(Br)cc3)[nH]n2c(=O)c1Cl	4	6%	1%	5%	-0.2%	?	-2	1	-13%	-9	-6
COc1ccc(CNC(=O)C(NC(C)=O)C(=O)Nc2ccc(OC)cc2)cc1 (stereo unspecified)	-2	-1%	0%	4%	0.3%	-5%	0	-3	-7%	1	2
O=C(CCN1CCc2ccccc21)c1ccc2c(c1)OCCO2	-11	-1%	-25%	13%	-0.3%	?	-17	-2	2%	10	-7
O=C1c2ccccc2C(=O)N1CCCc1c[nH]c2ccc(Cl)cc12	-39	-3%	4%	-1%	0.4%	?	3	23	0%	-11	1
CC1CCCCC1NC(=O)c1cc(=O)[nH]c2ccccc12 (stereo unspecified)	-9	.	-1%	.	0.2%	.	1	0	.	-3	.
Cc1ccc(C(=O)NC2CCS(=O)(=O)C2)cc1S(=O)(=O)N1CCCC1 (stereo unspecified)	-10	-1%	1%	18%	-0.5%	.	-4	1	1%	15	.

Profiles, looked up by structure. Order of values: KCNH2 3.1 inh	GALK inhibitor	USP2a inh	MLL CXXC-DNA inh	B2AR arrestin	Menin MLL FP TR	KCNH2 WT inh	TRPV1 ag	PKM2 act	Giardia killer	Coupling enz
O=C(CCN1CCc2ccccc21)c1ccc2c(c1)OCCO2 reads -11	-1%	-25%	13%	-0.3%	?	-17	-2	2%	10	-7
CC1CCCCC1NC(=O)c1cc(=O)[nH]c2ccccc12 (stereo unspecified) reads -9	.	-1%	.	0.2%	.	1	0	.	-3	.
NC(=O)CCSC(=S)N1CCOCC1 reads -4	8%	-1%	2%	-0.1%	0%	-5	0	-9%	5	8
CCOC(=O)C1CCCc2c1[nH]c1ccc(Cl)cc21 (stereo unspecified) reads -6	-2%	0%	-12%	-1.2%	?	1	?	-20%	12	-2
Cc1ccc(C(=O)NC2CCS(=O)(=O)C2)cc1S(=O)(=O)N1CCCC1 (stereo unspecified) reads -10	-1%	1%	18%	-0.5%	.	-4	1	1%	15	.

(cont.)
SMILES	KCNH2 3.1 inh	GALK inhibitor	USP2a inh	MLL CXXC-DNA inh	B2AR arrestin	Menin MLL FP TR	KCNH2 WT inh	TRPV1 ag	PKM2 act	Giardia killer	Coupling enz
CC(=O)N1CCN(S(=O)(=O)c2cccc(C(=O)OCN3C(=O)c4ccccc4C3=O)c2)CC1	21	-1%	1%	18%	-0.3%	-10%	-7	7	.	-4	0
C=CCc1cccc(/C=N/NC(=O)C[n+]2ccccc2)c1O	-10	.	0%	10%	0.3%	-17%	-2	-2	.	1	-2
O=C(CC1C(=O)NCCN1CC1CCCCC1)NCc1cc(F)ccc1F (stereo unspecified)	11	0%	0%	4%	0.0%	-7%	1	-6	13%	-1	2
N#Cc1c(C(F)(F)F)cc(-c2ccc(Cl)c(Cl)c2)nc1SCCN1CCOCC1	-11	-1%	4%	33%[activator]	0.2%	3%	-6	-3	-2%	0	1
COC(=O)c1ccccc1Sc1snnc1C	-3	1%	-1%	14%	0.3%	-8%	5	0	1%	-1	0
COc1cccc(/C=C2\Oc3cc(OCC(=O)N4CCCC4)ccc3C2=O)c1OC	-1	5%	1%	6%	-0.8%	.	-16	0	.	0	.
CCc1cccc2c(C(=O)CN3C(=O)NC4(CCCCCC4)C3=O)c[nH]c12	-6	.	-1%	.	-1.0%	.	6	3	.	11	.
COCCn1c(CN2CCN(C)CC2)nc2c1c(=O)n(C)c(=O)n2C	-1	2%	1%	-1%	0.1%	3%	-6	0	1%	-10	-1
CCOc1ccc(C(=O)Nc2ccc(CN3CCOCC3)cc2)cc1Cl	-1	5%	2%	-7%	-0.9%	8%	-3	14	-22%	16	5
Cc1cc(O)c(C(C)C)cc1N=Cc1cc([N+](=O)[O-])ccc1O	23	.	2%	-4%	-0.6%	.	.	-1	?	14	-28
CCN(CC)S(=O)(=O)c1ccc(/C=C/C(=O)N(c2ccccn2)C2CCCCC2)cc1	-20	7%	0%	3%	-0.3%	-6%	5	0	4%	8	0
CCOc1ccccc1NC(=O)C1=C(C)NC(=O)NC1c1cccc(OC)c1OC (stereo unspecified)	5	-1%	0%	6%	0.5%	-26%	-9	-1	-1%	21	3
Cc1ccc(-c2nn(-c3ccccc3)cc2C(=O)Nc2ccc(C(=O)O)cc2)cc1	-2	-3%	-1%	-8%	0.0%	?	-1	0	-27%	-3	0
Cc1ccc2cc(C)c(SCC#N)nc2c1	-2	0%	-1%	0%	0.3%	13%	11	23	0%	7	-2
CCC(C)c1ccc(OCC(=O)Nc2ccc(Cl)cn2)cc1 (stereo unspecified)	-5	0%	2%	25%	-0.3%	4%	1	?	7%	0	0
CCCN1C(=O)/C(=C/c2c(NCCCOC(C)C)nc3c(C)cccn3c2=O)SC1=S	8	0%	2%	?	0.1%	?	-12	2	-2%	-1	3
CC1CCC2(CC1)NC(=O)N(CC(=O)c1ccc[nH]1)C2=O (stereo unspecified)	-22	-3%	3%	-4%	0.1%	.	5	1	-3%	33[activator]	-3
CCOC(=O)c1cc2c(ccn2C)n1Cc1cc(C)ccc1C	8	1%	-1%	4%	0.0%	-8%	1	17	-5%	4	-12
CCCCn1c(SCC(=O)N2CCCC2=O)nc2cc(S(N)(=O)=O)ccc21	-6	.	1%	.	-0.6%	.	4	1	.	-16	.
COC(=O)C(NC(=O)c1ccco1)(Nc1nc(C2CC2)cs1)C(F)(F)F (stereo unspecified)	-14	0%	1%	7%	0.6%	-11%	1	4	-2%	-22	1
Cc1ccc(NS(=O)(=O)c2ccc3c(c2)NC(=O)CCS3)c(Br)c1	12	-4%	0%	-4%	-0.1%	.	5	?	.	-5	.
Nc1ncnc(Nc2cccc(F)c2)n1	5	3%	4%	0%	-1.0%	.	4	3	1%	2	-1
Cc1cc(C(=O)Cn2nc(C(=O)O)c3ccccc3c2=O)c(C)n1-c1ccc(F)cc1	-3	2%	1%	-3%	3.0%	-11%	-3	3	-4%	-10	1
O=C(O)c1ccc(COc2ccc3ccccc3c2/C=C2/NC(=O)N(c3ccccc3)C2=O)cc1	8	4%	-2%	-5%	0.5%	?	6	-17	9%	-13	2
O=C(Oc1ccccc1-c1csnn1)c1cccs1	-6	1%	11%	94%[activator]	0.3%	0%	8	0	0%	6	0
O=C(CSc1ncnc2ccccc12)NCc1ccc2c(c1)OCO2	9	11%	2%	-5%	0.0%	-11%	-11	0	-2%	-15	3
